Screens as filed in PubChem.
Shn3 inh set2 – reduction of Shn3 3'UTR firefly luciferase signal, primary screen, Schnurri-3 inhibitor project, cell-based, Clone20 osteoblasts, set 2 | Clone20 osteoblast Shn3 3'UTR firefly luciferase, 24 h | inhibition, % at 12.5 µM | hit rate 0.52% among 360,000 | AID 588674, 2011;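 active = mean inhibition of at least 75% with every replicate also reaching 75%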;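 note: 0% = median of neutral control wells and 100% = pilot-screen positive control compound; some compounds past the cut are filed as inactive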
Peg3 prom inh – Peg3 promoter-driven luciferase inhibitors, primary screen, cell-based, HeLa, luciferase luminescence; hit rate 1.7% among 360,000; AID 588405, 2011; HeLa PEG-Prom luciferase reporter, overnight; inhibition, % at 20 µM;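 active = inhibition of at least 50% at 20 µM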
NR2E3 ag-1 – NR2E3 agonists in two-hybrid cells, primary screen, cell-based, luminescence, CHO-S, Gal4-NCOR/VP16-NR2E3; Photoreceptor-specific nuclear receptor (Homo sapiens), Q9Y5X4; hit rate 0.35% among 360,000; luciferase; inhibition of corepressor binding, % at 3.98 µM; AID 602229, 2012;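 active = inhibition above the mean of all tested compounds plus 3 SD, cut at about 70% in these data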;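 note: 0% = DMSO with NR2E3 transfected cells and 100% = cells lacking NR2E3 construct; higher means lower luciferase signal from less NR2E3 corepressor binding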
Target sequence (Q9Y5X4 whole entry, looked up, the tested form may be a part): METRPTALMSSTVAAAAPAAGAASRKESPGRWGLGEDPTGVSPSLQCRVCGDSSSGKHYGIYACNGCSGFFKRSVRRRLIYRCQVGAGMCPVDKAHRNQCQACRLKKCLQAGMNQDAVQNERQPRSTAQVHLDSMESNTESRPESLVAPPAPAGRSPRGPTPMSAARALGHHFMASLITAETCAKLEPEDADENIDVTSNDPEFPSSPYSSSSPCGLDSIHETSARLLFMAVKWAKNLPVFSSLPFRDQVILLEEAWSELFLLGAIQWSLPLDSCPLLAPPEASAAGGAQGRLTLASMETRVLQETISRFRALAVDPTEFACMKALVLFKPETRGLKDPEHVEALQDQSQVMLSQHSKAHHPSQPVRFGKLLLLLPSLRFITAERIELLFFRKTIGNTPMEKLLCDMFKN
Vif inh – HIV Vif self-association inhibitors, primary screen, imaging, HEK293T, single point | inhibition, % at 7.49 µM | hit rate 0.35% among 340,000 | HEK293T cells, Vif self-association by quenched fluorescence, 24 h | AID 602346, 2012; in the data active = inhibition above about 50%, passing the limit was not always enough; note: some results filed as inactive read as strong as hits
CF NFkB inh – inhibitors of PAF-induced NF-kB signaling, primary screen, cell-based, GFP fluorescence, uHTS | hit rate 0.86% among 360,000 | KKLEB NF-kB-GFP reporter, GFP fluorescence overnight | AID 588850, 2011 | inhibition, % at 5 µM;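 active = at least 50% inhibition at 5 µM, scaled per plate between neutral and stimulator controls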;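 note: PAF is a Pseudomonas aeruginosa culture filtrate used as stimulus; plate controls were PAF-stimulated DMSO wells for no effect and unstimulated DMSO wells for full effect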
PDI inh – inhibitors of human PDI, primary screen, biochemical, turbidity, single point, plate reader | Protein disulfide-isomerase (Homo sapiens), P07237 | PDI insulin aggregation turbidity, A650, 90 min | inhibition, % at 10 µM | hit rate 0.052% among 350,000 | AID 588391, 2011;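 active = mean inhibition across replicates of 30% or more, whatever share of single replicates reach that level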;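 note: absorbance from insulin aggregation driven by PDI reduction with DTT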
Target sequence (P07237 whole entry, looked up): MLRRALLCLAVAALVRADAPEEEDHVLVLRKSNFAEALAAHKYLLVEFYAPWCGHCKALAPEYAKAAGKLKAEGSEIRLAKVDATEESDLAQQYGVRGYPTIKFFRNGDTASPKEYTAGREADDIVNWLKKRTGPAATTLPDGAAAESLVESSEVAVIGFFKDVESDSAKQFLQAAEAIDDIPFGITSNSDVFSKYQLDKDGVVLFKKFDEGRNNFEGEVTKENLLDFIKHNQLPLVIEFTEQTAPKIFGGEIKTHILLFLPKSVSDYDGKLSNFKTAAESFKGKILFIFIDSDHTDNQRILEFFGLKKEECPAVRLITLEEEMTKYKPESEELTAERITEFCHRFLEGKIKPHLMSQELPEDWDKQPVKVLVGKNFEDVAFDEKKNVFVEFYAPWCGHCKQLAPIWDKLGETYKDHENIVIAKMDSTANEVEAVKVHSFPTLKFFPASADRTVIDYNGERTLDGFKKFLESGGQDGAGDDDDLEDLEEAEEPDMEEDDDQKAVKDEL
KKLEB cytotox – cytotoxicity in KKLEB CF airway cells, primary screen, cytotoxicity control for CF NF-kB inhibitor project, cell-based, uHTS, fluorescence assay plates. KKLEB CF airway cells viability, ATPlite luminescence, overnight; hits give low values; cells stimulated with P. aeruginosa culture filtrate. activity change (cytotoxicity), % at 5 µM. hit rate 0.36% among 360,000;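 active = corrected activity change at or below -50% at 5 µM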
CaV13 FRET inh – Primary screen for inhibitors of IQ motif and Ca2+-dependent inactivation inhibitor domain binding in CACNA1D, Förster resonance energy transfer in living cells, …. inhibition, % at 12.3 µM. AID 743397. hit rate 0.098% among 340,000. HEK cells, CFP/YFP FRET ICDI-IQ, plate reader, 10 min; percent FRET-ratio fall versus neutral wells;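 active = mean replicate inhibition of at least 30% and at least 1% of replicates passing that level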;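 note: 0% = median of the neutral control wells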
NR2E3 ag-2 – inhibitors of NR2E3-RetCOR corepressor binding, primary screen, NR2E3 agonist project, biochemical, TR-FRET, GST-NR2E3, biotin-RetCOR | 1536-well | hit rate 0.12% among 320,000 | AID 2300, 2010 | inhibition of corepressor binding, % at 4.78 µM;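 active = percent inhibition above the cutoff of mean plus 3 SD of all tested compounds, set per screening campaign, cut at about 20% in these data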;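 note: 0% = DMSO wells and 100% = biotin wells as full block of FRET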
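System: GST-tagged NR2E3 plus biotinylated RetCOR corepressor; Amount: 1.35 nM GST-tagged NR2E3 final; Dosing: single nominal compound dose of 4.8 µM; Schedule: 5 h incubation at 4 °C; Technique: TR-FRET with europium anti-GST and streptavidin-D2, 340 nm excitation; Controls: biotin wells as high control, 0.6% DMSO wells as low control.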
TRPM1 prom inh – inhibitors of MITF-dependent TRPM1 promoter reporter, primary screen, cell-based, SK-MEL-5, single point, luciferase | SK-MEL-5 TRPM1 promoter luciferase, 24 h | inhibition, % at 12.5 µM | hit rate 0.83% among 330,000 | AID 488899, 2010;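 active = mean inhibition across replicates of 60% or more, whatever share of single replicates reaches that level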; note: values of inactives mirror those of a sister screen read the other way
HIF-2a block – HIF-2a reporter inhibitors, primary screen, luminescence, 786-0 RCC cells | 786-0 RCC cells HIF-2a reporter, luciferase luminescence, overnight | inhibition, % at 18.8 µM | hit rate 0.72% among 360,000;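 active = inhibition of the luminescence signal of 40% or more relative to plate controls, in a single-dose primary screen at 18.75 µM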
* = called active by the depositor; x = no result given.

SMILES | Shn3 inh set2 | Peg3 prom inh | NR2E3 ag-1 | Vif inh | CF NFkB inh | PDI inh | KKLEB cytotox | CaV13 FRET inh | NR2E3 ag-2 | TRPM1 prom inh | HIF-2a block
O=C(Nc1cccc(-c2nnn(CC(=O)N3CCc4ccccc4C3)n2)c1)C1CCC1 | -0.8 | -5.3 | 17.0 | -6.2 | 2.8 | -2.3 | 16.3 | -8.1 | 0.4 | 5.4 | -0.4
Cc1nc(NCCCO)c(C#N)c2c1COC(C)(C)C2 | 18.7 | 13.9 | -13.4 | -11.8 | 4.1 | 8.3 | 6.4 | -4.2 | -0.4 | 3.3 | 29.8
S=c1nc(-c2sccc2OCc2ccc(Cl)cc2Cl)[nH][nH]1 | -27.6 | 5.1 | 17.4 | -4.1 | -0.8 | -1.3 | 8.7 | 26.6 | 4.8 | 3.1 | 0.8
S=C(NCc1ccc(Cl)c(Cl)c1)Nc1ccc2c(c1)OCO2 | -13.1 | 14.9 | -19.3 | -1.1 | 16.4 | -12.2 | -4.4 | -16.7 | -0.1 | 12.8 | 4.6
O=C(OC(C(=O)NC1CCCC1)c1ccc(F)cc1)c1ccno1 (stereo not drawn) | -26.0 | 15.5 | 4.7 | 9.3 | 2.6 | -8.3 | -3.1 | -8.8 | 0.4 | -19.1 | -6.0
Cc1ccc(OCc2cc(C(=O)N3CCN(C4CCCC4)CC3)no2)cc1C | -5.3 | -64.3 | -34.5 | -11.3 | 8.1 | 5.6 | -12.8 | x | 2.6 | -8.8 | -138.0
CCc1cccc(OCC(=O)Nc2ccccc2N2CCCC2)c1 | -7.1 | 22.2 | -24.4 | -8.3 | 28.3 | -10.8 | -4.7 | -5.8 | 2.8 | 5.1 | 4.7
COc1ccc(CCNC(=O)CCNC(=O)c2ccc(Cl)cc2)cc1OC | -8.3 | -0.8 | -27.5 | -5.3 | -3.4 | 4.4 | 2.0 | -3.4 | 0.4 | 3.1 | 14.1
CCOC(=O)C(Cc1c(F)cccc1Cl)c1ccno1 (stereo not drawn) | 0.0 | 3.3 | 18.9 | -9.9 | 14.1 | -1.3 | 6.8 | 5.5 | -0.5 | 3.5 | 15.4
O=C(C1=C(Nc2ccccc2)c2ccccc2S(=O)(=O)N1)c1ccccc1 | -13.3 | -0.6 | -17.0 | -1.7 | -1.4 | -8.9 | -1.6 | -6.5 | -2.6 | 3.1 | -11.2
C/C(=C\c1ccccc1)C(=O)Nc1ccc(Cl)cn1 | -121.1 | -315.8 | -84.4 | -5.7 | 1.6 | 1.9 | -10.2 | -3.8 | 3.1 | -94.6 | -243.6
O=C(CN1C(=O)NC(c2ccccc2)(c2ccccc2)C1=O)N1CCOCC1 | 6.8 | -7.1 | 16.2 | -6.8 | 2.9 | 1.9 | 9.3 | -2.4 | 0.5 | 2.1 | -3.3
CC(=O)OCC1OC(n2cc(F)c(=O)[nH]c2=O)C(OC(C)=O)C1OC(C)=O (stereo not drawn) | 28.6 | -13.3 | 12.0 | 14.5 | -1.0 | -4.4 | 5.5 | -1.3 | -0.8 | -9.1 | 4.8
CC(C)(C)NC(=O)c1ccc(Cn2cc(C(F)(F)F)ccc2=O)cc1 | 15.9 | 3.8 | -9.2 | 26.1 | 4.7 | 1.2 | 0.5 | -6.6 | -1.0 | 3.8 | -1.4
CC(C)NC(=O)Cc1ccc(Br)cc1 | -6.4 | 0.9 | 3.3 | 7.7 | 0.2 | -2.4 | 3.7 | -3.4 | -1.1 | -5.0 | 8.0
Cc1cccc(OCC(=O)NCCCNC(=O)c2cnccn2)c1 | -7.0 | 4.0 | -20.3 | -7.1 | 2.8 | 9.6 | 0.8 | -2.7 | 3.2 | 3.7 | 4.1
COc1cc(/C=C(\C#N)c2nc3c(s2)CC(C)CC3)ccc1O (stereo not drawn) | -69.5 | -259.2 | -106.3 | 0.7 | -46.9 | -2.2 | -6.4 | -13.3 | -2.2 | -22.1 | -258.0
CC1=NNC(=O)C1CCC(=O)N/N=C(/C)c1ccc([N+](=O)[O-])cc1 (stereo not drawn) | -0.1 | -3.2 | 12.7 | -1.0 | -6.8 | -5.2 | -2.6 | -18.3 | 2.1 | 0.1 | 16.4
CCOC(=O)CN(C#N)c1nc(C)cc(C)n1 | 15.0 | -9.4 | -22.9 | 3.8 | 4.3 | 4.3 | -0.1 | -4.6 | 0.8 | 12.6 | 3.3
O=C1CCC(C(=O)N(Cc2cccs2)C2(C(=O)NC3CCCCC3)CCCCC2)N1 (stereo not drawn) | 7.7 | -7.0 | -4.2 | 6.6 | -8.5 | 5.7 | -6.5 | -4.2 | 1.5 | 1.1 | 12.1
Cc1ccn2c(=O)nc(SCC(=O)N3CCC(Cc4ccccc4)CC3)nc2c1 | -5.3 | -4.4 | -17.4 | -1.4 | 9.5 | -0.3 | -5.4 | -4.6 | -1.1 | 2.8 | 6.9
CC1(C)Cc2cccc(OCC(=O)OCC(=O)Nc3ccccc3)c2O1 | 6.9 | -12.3 | 0.7 | -2.5 | -3.5 | -0.9 | 8.2 | -5.8 | -3.5 | -11.6 | 12.1
C=CCc1cccc(/C=N/n2c(C)nnc2C)c1O | -7.4 | -0.6 | -11.8 | 2.7 | -1.0 | 9.0 | -3.0 | -5.2 | 1.7 | 4.9 | 5.3
COc1ccc(CCNC(=O)CSc2nc(-c3ccc(OC)c(OC)c3)ccc2C#N)cc1 | 21.2 | 11.1 | 4.8 | -8.0 | 0.2 | -2.7 | -1.8 | -3.3 | 4.5 | 4.7 | 18.4
CCOC(=O)c1ccc2[nH]c3c(c2c1)CCCCC3=O | -1.4 | -194.8 | -101.3 | 1.3 | 1.8 | -7.0 | 5.8 | -8.6 | 3.3 | -15.9 | -191.4
O=C(CNCc1cccs1)NC12CC3CC(CC(C3)C1)C2 | -6.5 | -16.1 | -31.2 | 12.0 | -9.5 | 2.6 | -2.6 | -2.5 | -2.6 | -5.2 | -31.6
CC(C(=O)Nc1ccc(C#N)cc1)N(C)Cc1cccs1 (stereo not drawn) | 5.0 | 16.5 | -5.9 | -4.7 | -4.7 | 12.5 | -3.1 | -3.8 | 4.6 | -2.5 | -5.3
COc1ccccc1NC(=O)N1CCCC1C(=O)NCC1CCCO1 (stereo not drawn) | 1.0 | 12.9 | -9.0 | -1.3 | 2.3 | -2.7 | 0.1 | 2.5 | 2.7 | 5.2 | 20.6
Cc1nc(SCC(=O)c2ccccc2)c([N+](=O)[O-])[nH]1 | -10.0 | 6.9 | -9.5 | 3.6 | 21.4 | 1.3 | 2.2 | -5.5 | 1.0 | 10.0 | 8.5
CC(SCc1ccccc1)C(=O)Nc1ccc2c(c1)OCO2 (stereo not drawn) | -15.6 | -127.0 | 9.0 | 7.0 | -2.5 | 1.8 | -2.3 | -4.9 | -0.1 | -45.0 | -169.8
O=C(CC1SC(N2CCCCC2)=NC1=O)Nc1ccc(C(=O)Nc2ccccc2)cc1 (stereo not drawn) | -2.8 | -18.3 | -10.8 | 0.7 | 21.0 | -4.8 | -13.4 | -4.5 | -2.0 | -15.3 | -8.3
O=C(NCCCNC(=O)c1ccccn1)c1ccc(Cl)cc1 | 15.1 | 10.2 | -16.2 | 22.8 | 0.1 | -2.2 | -1.4 | -19.4 | 4.5 | 17.3 | 13.8
O=C1CCCCN1CCC(=O)N1CCCC(N2CCN(c3cccc(Cl)c3)CC2)C1 (stereo not drawn) | -12.4 | -78.9 | -33.4 | -3.4 | -2.7 | -1.5 | 3.0 | -4.1 | 2.0 | -28.4 | -157.2
COc1ccccc1-n1c(SC)nc2c(sc(=S)n2-c2ccccc2)c1=O | 17.5 | 3.8 | 5.5 | 17.4 | -16.6 | 15.8 | 2.6 | -4.9 | x | -3.6 | 20.2
COc1ccc(Cc2nc3ccc(C(=O)NCC4CCOCC4)cc3o2)cc1OC | -2.5 | -75.9 | -51.3 | -2.9 | -26.2 | -2.6 | -15.1 | -5.8 | -3.0 | -18.1 | -61.6
C=CCN(CC=C)C(=O)c1ccc(OC2CCN(S(=O)(=O)N(C)C)CC2)cc1 | -12.2 | -114.8 | -58.9 | 15.7 | -12.2 | 8.7 | 9.9 | -2.3 | 2.4 | -16.8 | -137.3
COc1ccccc1N(CC(=O)N/N=C(\C)c1ccccc1O)S(=O)(=O)c1ccc(C)cc1 | 26.0 | 49.3 | -28.9 | -2.4 | -11.0 | -5.3 | -14.1 | -3.0 | 0.6 | 11.0 | 17.9
CCOc1ccccc1C(=O)Nc1ccc(C(=O)c2ccccc2)cc1 | 8.5 | -66.2 | -46.3 | -1.3 | 1.7 | 2.7 | 12.3 | -1.5 | 2.8 | -6.0 | -117.9
CC(=O)Nc1ccc(N2C(=O)CSC2c2cccc([N+](=O)[O-])c2)cc1 (stereo not drawn) | 14.9 | -8.4 | -6.9 | -13.0 | 8.3 | 9.0 | -2.5 | -2.3 | 7.3 | 5.1 | -17.9

Complete entries as entered above:
Cc1ccn2c(=O)nc(SCC(=O)N3CCC(Cc4ccccc4)CC3)nc2c1 in the list: Shn3 inh set2 = -5.3; Peg3 prom inh = -4.4; NR2E3 ag-1 = -17.4; Vif inh = -1.4; CF NFkB inh = 9.5; PDI inh = -0.3; KKLEB cytotox = -5.4; CaV13 FRET inh = -4.6; NR2E3 ag-2 = -1.1; TRPM1 prom inh = 2.8; HIF-2a block = 6.9
S=C(NCc1ccc(Cl)c(Cl)c1)Nc1ccc2c(c1)OCO2 in the list: Shn3 inh set2 = -13.1; Peg3 prom inh = 14.9; NR2E3 ag-1 = -19.3; Vif inh = -1.1; CF NFkB inh = 16.4; PDI inh = -12.2; KKLEB cytotox = -4.4; CaV13 FRET inh = -16.7; NR2E3 ag-2 = -0.1; TRPM1 prom inh = 12.8; HIF-2a block = 4.6
COc1ccccc1-n1c(SC)nc2c(sc(=S)n2-c2ccccc2)c1=O in the list: Shn3 inh set2 = 17.5; Peg3 prom inh = 3.8; NR2E3 ag-1 = 5.5; Vif inh = 17.4; CF NFkB inh = -16.6; PDI inh = 15.8; KKLEB cytotox = 2.6; CaV13 FRET inh = -4.9; NR2E3 ag-2 = x; TRPM1 prom inh = -3.6; HIF-2a block = 20.2
